Source: PubChem
12-LOX inh: blocks human arachidonate 12S-lipoxygenase. 580,000 compounds, 1.1% hits. AID 1671190. purified 12hLO, xylenol orange hydroperoxide absorbance. P18054. Potency, µM (top dose mostly 108 µM), for inactives: at the top dose activity change, negative = inhibition, most hits filed as inhibitors; note: % is set by controls: 0 for no effect and ±100 for the full control effect
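Purified human 12hLO at 150 nM in 25 mM Hepes, 0.01% Triton X-100, pH 7.0, preincubated 15 min at room temperature with compound. Reaction started with 40 uM arachidonic acid, 30 min at room temperature. Hydroperoxide measured by Fe-xylenol orange, 573/405 nm absorbance ratio.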
Vif-A3G inh: inhibitors of Vif-APOBEC3G interaction; Q9HC16; HeLa A3G-eYFP + Vif (tagged APOBEC3G with the HIV-1 protein that degrades it), YFP fluorescence, overnight; Potency, µM (series often up to 46.1 µM), without a hit: top-dose activity, negative = active, usual class: inhibitors; 410,000 compounds, 0.076% hits;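 note: % is set by controls: 0 for no effect and ±100 for the full control effect; nearly all actives have a fitted effect of over 60% in size; hits raise eYFP signal because A3G escapes Vif-driven loss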
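Read-out is eYFP fluorescence (Ex 488/Em 500-530) from Vif-expressing HeLa A3G-eYFP cells; more signal means A3G escaped Vif-mediated degradation. Cells plated overnight, compound pinned in, incubated overnight at 37 deg C.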
USP1 inh: inhibitors of human USP1/UAF1 deubiquitinase. recombinant USP1/UAF1, Ub-Rhodamine cleavage fluorescence. Potency, µM (doses to about 57.1 µM), without a hit: at the highest dose activity change, negative = inhibition, actives largely listed as inhibitors. 390,000 compounds, 0.23% hits; note: % is set by controls: 0 for no effect and ±100 for the full control effect; nearly all actives have a fitted effect of over 60% in size; inactives centre near -12
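USP1/UAF1 complex (1 nM) preincubated 15 min at room temperature with compound, then Ub-Rho substrate (150 nM final) added. Kinetic fluorescence at 480/540 nm over 6 reads at 60 s intervals; 50 mM HEPES pH 7.8, 0.5 mM EDTA, 0.1 mg/ml BSA, 1 mM TCEP, 0.01% Tween-20.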
Vif-A3F inh: blocks the Vif interaction with APOBEC3F. HeLa A3F-eYFP + Vif (tagged APOBEC3F with the HIV-1 protein that degrades it), YFP fluorescence increase. Potency, µM (series often up to 46.1 µM), without a hit: at the highest dose activity, negative = active. 390,000 compounds, 0.2% hits. AID 602313; note: % of control where 0% means no effect; nearly all actives have a fitted effect of over 65% in size
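HeLa cells stably expressing Vif plus C-terminally eYFP-tagged A3F were seeded, incubated overnight at 37 deg C, dosed with compound, incubated overnight again at 37 deg C. Yellow fluorescence (Ex 488/Em 500-530) reported blocked Vif-mediated A3F-eYFP degradation.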
RGS4 inhibitor: blocks human RGS4-accelerated GTP hydrolysis; P49798; AID 504845; Potency, µM (top dose mostly 114 µM), without a hit: at the highest dose activity change, negative = inhibition, hits mostly inhibitors; Transcreener GDP fluorescence polarization, RGS4-accelerated GTP hydrolysis; 390,000 compounds, 0.039% hits; note: % is set by controls: 0 for no effect and ±100 for the full control effect; nearly all actives have a fitted effect of over 75% in size; some results filed as inactive show a strong effect at the top dose
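MLSMR compounds (23 nl, pin-transferred) preincubated 10 min at room temperature with a 500nM (2x) first reagent, then RGS4 at 900nM (2x) plus Transcreener GDP mix added; fluorescence polarization (620/688 nm) read before and after 90 min at 30 °C.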
RXFP1 agonist: activates the human relaxin receptor RXFP1; Potency, µM (doses to about 57.5 µM), inactives show at the highest dose activation, usual class: activators; HEK293T-RXFP1 cAMP TR-FRET, 30 min; response scale: percent of porcine relaxin response, buffer zero; 370,000 compounds, 0.3% hits; AID 2676; note: % is set by controls: 0 for no effect and ±100 for the full control effect; nearly all actives have a fitted effect of over 60% in size; many of its hits are not listed in these tables
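HEK293 cells stably expressing RXFP1, treated 30 min at 37C with compounds plus PDE4 inhibitor Ro 20174; cAMP measured by HTRF TR-FRET. Normalized to buffer and 29 nM porcine relaxin; EC50 by Hill fit.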
TrxR1 inh: rat TrxR1 inhibition; O89049; Potency, µM (top dose mostly 114 µM), without a hit: top-dose activity change, negative = inhibition, usual class: inhibitors; 390,000 compounds, 1% hits; recombinant rTrxR1, NADPH fluorescence consumption, selenite substrate; AID 588453; note: % is set by controls: 0 for no effect and ±100 for the full control effect; nearly all actives have a fitted effect of over 65% in size
Target sequence (O89049 whole entry, looked up): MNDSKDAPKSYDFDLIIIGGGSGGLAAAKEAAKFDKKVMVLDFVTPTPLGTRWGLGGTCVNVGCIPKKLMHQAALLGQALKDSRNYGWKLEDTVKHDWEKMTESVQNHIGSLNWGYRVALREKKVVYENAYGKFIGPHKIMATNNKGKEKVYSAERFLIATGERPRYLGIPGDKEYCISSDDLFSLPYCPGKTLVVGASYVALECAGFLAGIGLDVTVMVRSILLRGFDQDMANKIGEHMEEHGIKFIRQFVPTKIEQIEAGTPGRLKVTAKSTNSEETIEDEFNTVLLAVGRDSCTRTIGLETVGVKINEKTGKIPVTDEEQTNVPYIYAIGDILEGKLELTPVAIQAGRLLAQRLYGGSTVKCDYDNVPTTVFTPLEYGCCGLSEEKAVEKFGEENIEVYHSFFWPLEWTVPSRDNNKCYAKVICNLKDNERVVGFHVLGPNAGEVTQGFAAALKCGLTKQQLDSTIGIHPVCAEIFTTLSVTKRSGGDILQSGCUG
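Rat TrxR1 (90 nM in the dispensed reagent) was pre-reduced with 400 uM NADPH for 5 min at room temperature, then incubated with compound for 15 min. After 400 uM selenite was added, NADPH fluorescence (Ex 340/Em 450 nm) was followed for 8 min.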
TrxR1 substrate: rat thioredoxin reductase 1 substrate activity; O89049; purified TrxR1 substrate turnover, NADPH consumption readout; 390,000 compounds, 0.01% hits; Potency, µM (series often up to 114 µM), for the others: at the highest dose activity change, negative = substrate turnover; AID 588456; note: % is set by controls: 0 for no effect and ±100 for the full control effect; nearly all actives have a fitted effect of over 50% in size
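Rat TrxR1, dispensed at 90 nM, was prereduced with 400 uM NADPH (final) for 5 min at ~22 deg C, then incubated with compound 15 min before 400 uM selenite. A first-read NADPH fluorescence drop versus no-compound background flagged substrates.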
mIDH1 inhibitor: inhibitors of human mutant IDH1 R132H | Potency, µM (top dose mostly 76.6 µM), for the others: top-dose activity change, negative = inhibition, usual class: inhibitors | 390,000 compounds, 0.093% hits | O75874 | AID 602179 | IDH1-R132H enzyme, NADPH consumption, diaphorase/resazurin fluorescence; note: % is set by controls: 0 for no effect and ±100 for the full control effect; nearly all actives have a fitted effect of over 65% in size
Target sequence (O75874 whole entry R132H, stated change not applied): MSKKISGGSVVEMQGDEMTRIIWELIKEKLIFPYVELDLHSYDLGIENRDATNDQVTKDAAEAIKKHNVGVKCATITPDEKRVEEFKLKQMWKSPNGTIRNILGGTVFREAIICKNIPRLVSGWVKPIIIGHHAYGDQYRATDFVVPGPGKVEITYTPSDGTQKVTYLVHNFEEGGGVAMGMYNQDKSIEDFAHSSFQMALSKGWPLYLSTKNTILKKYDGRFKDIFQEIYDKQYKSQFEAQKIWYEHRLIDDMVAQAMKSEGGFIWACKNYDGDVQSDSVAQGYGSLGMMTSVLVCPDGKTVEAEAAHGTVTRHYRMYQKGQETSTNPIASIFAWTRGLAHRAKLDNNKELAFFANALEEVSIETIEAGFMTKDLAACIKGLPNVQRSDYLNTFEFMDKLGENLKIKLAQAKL
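IDH1-R132H (0.5 ug/mL) preincubated 30 min with compound, then NADPH (0.016 mM) and alpha-KG (2 mM) added; 80 min at RT, pH 7.5. Remaining NADPH coupled via diaphorase/resazurin to fluorescence (540/590 nm); concentration-response curves normalized to no-enzyme control.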
* marks the source's active call; other numbers are inactive results; ? = inconclusive; . = not tested or not shown; & = joins results of further samples; [ ] = remark or other dose. Calls come from the whole dose curve; as a rule, active = well fitted curve in the direction sought with a large enough effect; inconclusive = small, poorly fitted or top-dose-only effect, or another doubt; inactive = no such curve, though single readings can be large; an effect the other way counts as inactive or inconclusive. Potency is the fitted concentration of half-maximal effect.

Below each SMILES: 12-LOX inh, Vif-A3G inh, USP1 inh, Vif-A3F inh, RGS4 inhibitor, RXFP1 agonist, TrxR1 inh, TrxR1 substrate, mIDH1 inhibitor
> COc1ccccc1C(=O)NNC(=O)c1ccc(C)cc1
 : 0%, 2%, -28%, 0%, -11%, 0.9%, 9%[57.1 µM], 1%[57.1 µM], 4%
> COc1ccc(NC(=O)CSc2nc3c(sc4ccccc43)c(=O)n2CCCN2CCCC2)cc1
 : ., 3%, -19%, -30%, -30%, 4.1%, -15%, 2%, -13%
> CCOC(=O)Cc1nnc(NC(=O)COc2ccc(F)cc2)s1
 : -18%, -3%, -11%, 0%, 2%, 1.8%, 10%, 6%, 8%
> CCc1ccc(N2CC(C(=O)Nc3ccc(OC)c(S(=O)(=O)N4CCOCC4)c3)CC2=O)cc1 (stereo not given)
 : 12%, 1%, -12%, 1%, ., ., ., ., 2%
> Nc1ncnc2nn(C3OC(CO)C(O)C3O)nc12 (stereo not given)
 : 0%, -2%, -27%, 2%, ., ., ., ., -7%
> CCCCN(C(=O)c1ccccc1OCc1ccc(F)cc1)c1c(N)n(CCC)c(=O)[nH]c1=O
 : -6%, 4%, -19%, 1%, -12%, -2.1%, 6%, -5%, 9%
> Cc1ccc(O)c(NC(=O)CCSc2nc(-c3ccco3)cc(C(F)(F)F)n2)c1
 : -21%, -4%, -19%, -12%, 22%, 0.9%, -17%, -9%, -11%
> COc1ccc(OC)c(NC(=O)CN2C(=O)NC3(CCCc4ccccc43)C2=O)c1 (stereo not given)
 : -5%, 0%, -7%, 3%, 11%, 0.5%, 5%, -3%, -12%
> Cc1ccc(COc2ccc3oc(-c4ccccc4)c(C(=O)O)c3c2)cc1
 : 3%, -5%, -26%, ., 11%, 6.6%, 18%, 270%[activator], .
> CCc1ccc(NC(=O)CC2C(=O)N(c3cccc(C)c3)C(=O)N2Cc2cccc(OC)c2)cc1 (stereo not given)
 : -27%, 4%, -5%, 10%, 22%, -2.3%, -11%, -22%, -2%
> O=C(CCCN1C(=O)NC2(CCCC2)C1=O)N1CCN(S(=O)(=O)c2ccccc2)CC1
 : -22%, -6%, -6%, -4%, 7%, 3.0%, -25%, -18%, 0%
> Cc1c(C(=O)N(Cc2ccccc2)Cc2cccnc2)cnn1-c1ccc(F)cc1
 : 3%, -3%, -17%, -7%, -34%, 2.6%, 21%[57.1 µM], 8%[57.1 µM], 19%
> CCCN1C(=O)/C(=C/c2ccc3c(c2)OCO3)NC1=S
 : -58%, 1%, 0%, -1%, 2%, -0.7%, 8%, -11%, 3%
> Cc1cccc(NC(=O)c2cc3ccccc3oc2=O)c1
 : ?, 5%, -20%, 18%, 15%, 0.1%, 28%[2.29 µM], 2%, -3%
> OC(CNC1CCCC1)COc1ccc(-c2ccccc2)cc1 (stereo not given)
 : -5%, 0%, -7%, -10%, 21%, 1.5%, 25%[57.1 µM], 9%[57.1 µM], 2%
> Cc1cc(=O)n2[nH]c(N)c(N=Nc3ccccc3F)c2n1
 : -2%, -3%, -23%, -10%, -3%, 0.0%, 5%[57.1 µM], -19%, 3%
> CC[C@@H]1[C@H]2CCCC(=O)N3CC[C@@H](C[C@H]1O)[C@@H]23
 : -22%, 1%&1%, 16%, 2%, 28%, ., 16%[57.1 µM], 11%[57.1 µM], -11%
> COc1ccc(CNC(=O)OCCN2CCN(Cc3ccccc3)CCC2=O)cc1
 : 5%, -1%, -13%, -7%, -4%, -0.9%, 25%, 4%, 5%
> CCN1CCN(C(=S)c2ccc(OCC(=O)Nc3ccc(OC)cc3)cc2)CC1
 : ?, 1%, 1%, -14%, 10%, ., -7%, -3%, -1%
> COc1cccc(N(CC(=O)NC2CC3CCC2C3)S(=O)(=O)c2ccccc2)c1 (stereo not given)
 : -10%, -3%, -24%, -6%, 1%, 5.3%, 38%[57.1 µM], 21%[57.1 µM], 0%
> COc1ccc(Cl)cc1NC(=O)CSc1nnc(C)n2c1cc1occc12
 : -1%, -3%, 2%, 3%, -27%, ?, -8%, 1%, 18%
> CSc1nc2ccc(NC(=O)c3c(-c4ccccc4)noc3C)cc2s1
 : 21%, -5%, -5%, 5%, 26%, 9.1%, 4%, -8%, -5%
> O=[N+]([O-])c1cccc(NC(=S)N2CCc3ccccc3C2)c1
 : -11%, -4%, -20%, 1%, -33%, -0.6%, 15%, -2%, -3%
> c1ccc2c(c1)nc1n2CC2CON(C3CCCCC3)C12 (stereo not given)
 : -2%, 0%, -15%, 8%, 9%, 0.0%, -4%[57.1 µM], 7%[57.1 µM], -8%
> Cc1noc(NS(=O)(=O)c2ccc(NC(=O)CSc3nc4c(cc3C#N)CCCCC4)cc2)c1C
 : 15%, 1%, -21%, -8%, -8%, 7.0%, -16%, -7%, -9%
> CCCCOc1ccc(C2=NC(c3ccncc3)=Nc3ccc(OCC)cc3N2)cc1
 : -17%, ., ?, ., 14%, -2.1%, 8%, -10%, .
> COC(=O)Cn1cnc2scc(-c3ccc(C)cc3)c2c1=O
 : 1%, -5%, -5%, 2%, -10%, 1.6%, 22%[57.1 µM], 10%[57.1 µM], 2%
> CCOc1cc(-c2nc(C)c(C(C)=O)n2O)ccc1OCC(=O)Nc1ccc(F)cc1
 : -4%, 2%, -14%, 3%, -18%, 0.6%, 10%, -10%, -2%
> CNC(=O)c1ccc(OC2CSC2)cc1
 : 0%[57.4 µM], 0%, -8%, -3%, 0%, 2.1%, 8%, -2%, 1%
> Cc1cc(C)cc(NC(=O)CSc2nc3c(c(=O)[nH]2)CN(Cc2ccc(F)cc2)CC3)c1
 : 0%&-5%, 2%&-8%, -7%&-16%, -6%&2%, 2%&27%, 0.4%&3.4%, 23%&-4%, 10%&-6%, -11%&2%
> CCO[C@@H]1OC(C(=O)N2CCOCC2)=C[C@H](c2coc3ccccc3c2=O)[C@H]1CCCO
 : -6%, -2%, -2%, 5%, 27%, 0.0%, -3%, -2%, -7%
> Cc1cccc(OCc2ccc(-c3nc(C#N)c(N4CCN(c5ccccc5)CC4)o3)o2)c1
 : -30%, 3%, -8%, -5%, 10%, -1.0%, -19%, -9%, 15%
> O=C(Nc1ccccc1C(=O)N1CCCC1)c1ccccc1
 : 18%, -5%, ?, -11%, 7%, 0.0%, 5%, 6%, -3%
> COc1ccc(OC)c(NC(=O)CSCc2cnn(-c3ccccc3)c2-n2cccc2)c1
 : 0%, 1%, -21%, 3%, 6%, 4.4%, -8%, -9%, 5%
> CCCc1ccc(NC(C)C(=O)Nc2ccc(S(=O)(=O)N3CCOCC3)cc2)cc1 (stereo not given)
 : -1%, 2%, -18%, 8%, -10%, 0.8%, 9%, 1%, 2%
> CCc1ccc2c(Cl)c(C(=O)N/N=C/c3c[nH]c4ccccc34)sc2c1
 : 60%[activator], -25%, -4%, -15%, -17%, 2.3%, 9%[57.1 µM], -9%, -3%
> Cc1cnccc1CN(C)C(=O)CC1C(=O)NCCN1CC1CCCCC1 (stereo not given)
 : 1%, 0%, -22%, -2%, -8%, 1.3%, -4%, 4%, 3%
> CN(C)CCn1c(=O)n(-c2ccc(F)cc2)c(=O)c2c3c(sc21)CCCCC3
 : 0%, -2%, 4%, -11%, -46%, 2.2%, 28%[57.1 µM], 6%[57.1 µM], 1%
> Cc1ncc([N+](=O)[O-])n1S(=O)(=O)c1cc(Cl)ccc1Cl
 : -13%, 0%, -13%, 1%, -11%, 0.2%, 3%[57.1 µM], -8%, -1%
> COc1ccc(OCc2cc(-c3ccc(Cl)cc3)no2)cc1
 : 1%, 0%, -11%, 9%, 26%, 3.7%, 8%[57.1 µM], 3%[57.1 µM], 13%

Reprinted at random: five entries already listed.
Below each SMILES: 12-LOX inh, Vif-A3G inh, USP1 inh, Vif-A3F inh, RGS4 inhibitor, RXFP1 agonist, TrxR1 inh, TrxR1 substrate, mIDH1 inhibitor
> Cc1cnccc1CN(C)C(=O)CC1C(=O)NCCN1CC1CCCCC1 (stereo not given)
 : 1%, 0%, -22%, -2%, -8%, 1.3%, -4%, 4%, 3%
> Cc1ncc([N+](=O)[O-])n1S(=O)(=O)c1cc(Cl)ccc1Cl
 : -13%, 0%, -13%, 1%, -11%, 0.2%, 3%[57.1 µM], -8%, -1%
> COc1ccc(OCc2cc(-c3ccc(Cl)cc3)no2)cc1
 : 1%, 0%, -11%, 9%, 26%, 3.7%, 8%[57.1 µM], 3%[57.1 µM], 13%
> CCCc1ccc(NC(C)C(=O)Nc2ccc(S(=O)(=O)N3CCOCC3)cc2)cc1 (stereo not given)
 : -1%, 2%, -18%, 8%, -10%, 0.8%, 9%, 1%, 2%
> O=C(Nc1ccccc1C(=O)N1CCCC1)c1ccccc1
 : 18%, -5%, ?, -11%, 7%, 0.0%, 5%, 6%, -3%

Not all compounds are listed (hit frequency here may not be typical).
